# MCF10A rereplic: induces DNA re-replication in MCF 10a normal breast cells | 350,000 compounds, 2.9% hits | MCF 10A DNA re-replication, Hoechst nuclear intensity, 48 h | Potency, µM (doses to about 46.1 µM), without a hit: at the top dose activity, positive = re-replication, hits mostly activators; also: % of control where 0% means no effect; nearly all actives have a fitted effect of over 50% in size
# HepG2 tox: counter-screen for TGF-b inhibitors: cytotoxicity in HepG2 cells; HepG2 CAGA-GFP viability, ATP luminescence, 18 h; 410,000 compounds, 0.76% hits; AID 588856; Potency, µM (doses to about 46.1 µM), without a hit: at the top dose activity change, negative = cytotoxicity, hits mostly cytotoxic; also: some results filed as inactive show a strong effect at the top dose
#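 HepG2 CAGA-GFP cells (1000/well, DMEM with 1% FBS) received compound, then TGF-beta at 500 pg/mL final, and were incubated 18 hours at 37 degrees C. Viability was read by CellTiter-Glo luminescence. Media-only wells were set as complete cell-killing and DMSO as no toxicity.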
# ATXN2 expr inh: inhibitors of ATXN2 expression; AID 1745845; 360,000 compounds, 0.72% hits; Potency, µM (doses to about 57 µM), inactives show at the top dose activity change, negative = inhibition, hits mostly inhibitors; HEK-293 ATXN2-luciferase reporter, luminescence, 24 h; also: % is scaled to controls: 0 for no effect and ±100 for the full control effect; nearly all actives have a fitted effect of over 55% in size
#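 qHTS (up to 57 uM final) was run with 24 h compound exposure of reporter cells at 37 °C. Each well was multiplexed: SteadyGlo luminescence measured ATXN2-luciferase expression after a fluorogenic Gly-Phe-AFC viability readout (25 uM final).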
# S2 tox: viability counter-screen for ATXN expression inhibitors; S2 cells (HEK-293 line with an ATXN2-luciferase reporter) viability, CellTiter-Fluor protease fluorescence, 24 h; Potency, µM (series often up to 56.7 µM), hits mostly cytotoxic; 400,000 compounds, 0.49% hits; AID 651635; also: nearly all actives have a fitted effect of over 40% in size
# Nrf2 inh: blocks Nrf2 signaling. 360,000 compounds, 2.1% hits. A549 ARE-Fluc reporter, luciferase luminescence, 18-24 h. Potency, µM (top dose mostly 46 µM), inactives show at the highest dose activity change, negative = inhibition, actives largely listed as inhibitors. AID 504444; also: % is scaled to controls: 0 for no effect and ±100 for the full control effect; nearly all actives have a fitted effect of over 60% in size
#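 Concentration-response testing used A549 ARE_Fluc cells at 5000 cells/well. Following an 18-24 h compound incubation, viability was read by fluorescence (Ex 405/Em 525) and luciferase output by luminescence.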
# EPAC2 antagonist: EPAC2 (human) antagonism; EPAC2 GEF exchange of Rap1B-BODIPY-GDP, fluorescence; Q8WZA2; 360,000 compounds, 0.18% hits; Potency, µM (highest dose often 114 µM), for the others: top-dose activity, negative = inhibition, usual class: inhibitors; also: % is scaled to controls: 0 for no effect and ±100 for the full control effect; nearly all actives have a fitted effect of over 45% in size; many of its hits are not listed in these tables
# Target sequence (Q8WZA2 whole entry, looked up): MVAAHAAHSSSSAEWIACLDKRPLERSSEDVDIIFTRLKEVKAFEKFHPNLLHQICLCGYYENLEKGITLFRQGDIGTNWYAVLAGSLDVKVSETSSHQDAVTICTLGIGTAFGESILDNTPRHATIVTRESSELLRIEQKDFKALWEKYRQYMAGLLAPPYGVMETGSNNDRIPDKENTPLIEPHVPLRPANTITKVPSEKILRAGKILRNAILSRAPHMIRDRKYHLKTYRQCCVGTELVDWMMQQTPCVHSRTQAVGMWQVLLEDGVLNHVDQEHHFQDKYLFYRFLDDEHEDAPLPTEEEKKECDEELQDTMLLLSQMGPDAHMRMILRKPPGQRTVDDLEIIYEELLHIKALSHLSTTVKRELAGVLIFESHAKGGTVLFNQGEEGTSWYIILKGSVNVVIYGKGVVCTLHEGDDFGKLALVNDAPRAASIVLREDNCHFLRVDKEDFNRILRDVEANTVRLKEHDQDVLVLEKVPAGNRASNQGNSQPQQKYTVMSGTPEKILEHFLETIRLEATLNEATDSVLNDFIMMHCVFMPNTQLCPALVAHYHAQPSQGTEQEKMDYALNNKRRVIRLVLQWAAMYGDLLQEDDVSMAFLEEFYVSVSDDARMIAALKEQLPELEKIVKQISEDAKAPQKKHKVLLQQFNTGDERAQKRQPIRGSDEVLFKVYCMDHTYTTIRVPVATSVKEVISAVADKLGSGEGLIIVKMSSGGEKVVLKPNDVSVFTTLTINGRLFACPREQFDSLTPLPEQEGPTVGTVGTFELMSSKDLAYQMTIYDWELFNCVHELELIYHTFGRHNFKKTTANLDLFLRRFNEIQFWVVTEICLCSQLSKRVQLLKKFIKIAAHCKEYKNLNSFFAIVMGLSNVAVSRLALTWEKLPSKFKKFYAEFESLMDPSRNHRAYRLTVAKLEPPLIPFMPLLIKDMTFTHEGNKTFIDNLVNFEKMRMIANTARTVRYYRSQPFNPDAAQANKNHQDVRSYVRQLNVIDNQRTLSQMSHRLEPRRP
# Nrf2 ARE act: activators of Nrf2 (ARE) signaling | AREc32 ARE-luciferase reporter (MCF7-derived line), luminescence, 24 h | Potency, µM (top dose mostly 46.1 µM), for inactives: at the top dose activation, actives largely listed as activators | 410,000 compounds, 0.31% hits | AID 624171; also: % of control where 0% means no effect; nearly all actives have a fitted effect of over 65% in size
#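 Luminescent ARE reporter assay in AREc32_Fluc cells: overnight plating at 37 deg C, 24 hr compound incubation, Steady-Glo added, 30 min RT before reading.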
# A549 viability: counter-screen for Nrf2 inhibitors: cytotoxicity in A549 cells | A549 ARE-Fluc cells, CellTiter-Fluor viability, 18-24 h | Potency, µM (series often up to 46 µM), for the others: at the top dose activity change, negative = cytotoxicity, actives largely listed as inhibitors | 390,000 compounds, 0.16% hits; also: % is scaled to controls: 0 for no effect and ±100 for the full control effect
#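 Cytotoxicity counterscreen: CellTiter-Fluor fluorescence was measured in A549 ARE_Fluc cells after 18-24 h of compound exposure in a concentration series. The subsequent BugLite luminescent read reports ARE-luciferase activity.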
# TGFb SMAD3 inh: inhibitors of TGF-b signaling | HepG2 CAGA-GFP TGF-b/SMAD3 reporter, GFP fluorescence, 18 h; TGF-beta stimulated, 500 pg/mL final | Potency, µM (series often up to 46.1 µM), without a hit: at the top dose activity, negative = inhibition, actives largely listed as inhibitors | 410,000 compounds, 1.2% hits; also: % is scaled to controls: 0 for no effect and ±100 for the full control effect; nearly all actives have a fitted effect of over 65% in size
#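 Using HEPG2 CAGA-GFP reporter cells at 1000 cells/well, we pinned test compounds, stimulated with recombinant TGF-beta (500 pg/mL final) and measured total well GFP after 18 h.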
# Starred values were filed as active, the others as inactive; i = inactive; ? = inconclusive; nt = not tested or not shown; & = joins results of further samples; [ ] = dose if it differs, or a comment. Calls follow the shape of the dose curve; as a rule, active = well fitted curve in the direction sought with a large enough effect; inconclusive = small, poorly fitted or top-dose-only effect, or another doubt; inactive = no such curve, though single readings can be large; an effect the other way counts as inactive or inconclusive. Potency is read from the fitted curve at half-maximal effect. An excerpt, so the mix of outcomes need not match the whole.
# Screens in order – Nrf2 ARE act | S2 tox | TGFb SMAD3 inh | ATXN2 expr inh | MCF10A rereplic | Nrf2 inh | EPAC2 antagonist | HepG2 tox | A549 viability
CC(C)CC(=O)N1CC(=O)Nc2ccc(F)cc2C1c1ccccc1 (configuration not stated)
    0.2%&0.7% | i | -10%&-2% | -5% | -2% | -5% | 7% | -2%&2% | 4%&2%
CCOC(=O)COc1cccc2c(=O)n(CC(=O)NCCc3ccccc3)ccc12
    0.4% | i | 1% | -8% | 4% | 2% | 18% | -46% | -6%
CCOC(=O)C1CCN(c2cc(C)nc3ccc(OC)cc23)CC1
    1.5% | i | -11% | -25% | -21% | -8% | 7% | -14% | 1%
CCCCn1c(N)c(N(CC(C)C)C(=O)c2ccc(N(C)S(=O)(=O)c3ccc(C)cc3)cc2)c(=O)[nH]c1=O
    0.3% | ? | -1% | 5% | 0% | 15% | 31%[activator] | 5% | -2%
O=C(CSc1nnc2scc(-c3ccc(Cl)cc3)n12)NCc1ccco1
    ? | i | 2% | -4% | ? | -8% | -3% | -49% | 1%
CC(C)Cc1nnc(NS(=O)(=O)Cc2ccccc2)s1
    -0.3% | i | -21% | 8% | -6% | -16% | 0% | 5% | 3%
CCc1ccccc1NC(=O)CCC(=O)N1CCSc2ccccc21
    -0.3% | i | -11% | -2% | 8% | 1% | -6% | -9% | 1%
O=C(c1sc2ccccc2c1Cl)N(Cc1ccccc1)C1CCS(=O)(=O)C1 (configuration not stated)
    0.4% | i | 1% | 10% | 3% | ? | 2%[57.1 µM] | 2% | -14%
C=C1CCC2[C@](C)(CO)[C@H](O)CC[C@@]2(C)[C@@H]1C/C=C1\C(=O)OC[C@H]1O (some centres not stated)
    ? | ? | 32% | ? | ? | -11% | 12% | 9% | 0%
Cc1cccc(N(C)C(=O)C2CCN(S(=O)(=O)c3cccc4nonc34)CC2)c1
    3.6% | ? | ? | -13% | nt | nt | nt | -16% | -7%
O=C(Nc1nnc([C@H]2C[C@H](O)[C@@H](CO)O2)s1)c1cccc(Oc2ccccc2)c1
    -0.1% | i | -14% | 14% | nt | nt | 0% | -4% | nt
CCOC(=O)c1[nH]c(C)c(CCC(=O)Nc2cc(C)ccc2OC)c1C
    0.0% | i | -4% | -17% | nt | nt | nt | 1% | 4%
CN(Cc1ccccc1)S(=O)(=O)c1ccc(N2CCCC2=O)cc1
    -0.1% | i | ? | -30% | -1% | -18% | -3% | -25% | -9%
Cc1ccccc1CN1CCN(CC(=O)NCc2ccccc2Cl)C1=O
    0.5% | nt | 0% | nt | nt | nt | nt | -3% | -1%
CC(=O)NNc1ncnc2c1cnn2-c1ccc(C)c(C)c1
    3.5% | i | 4% | nt | 11% | ? | 0% | -3% | 1%
O=C1c2ccccc2NC(c2ccc(O)cc2)N1Cc1ccco1 (configuration not stated)
    0.4% | i | 26%&30% | 1% | 28% | ? | -3% | -2%&10% | -5%&-16%
O=C(Cn1c(C(F)(F)F)nc2ccccc21)c1ccc(Cl)cc1
    -0.8% | i | 6% | -21% | 2% | ? | 15% | -3% | -12%[1.84 µM]
CCc1nn(CC(=O)NC(C)C)c(=O)c2cc3cc(F)ccc3n12
    -1.2% | i | 0% | 0% | nt | -11% | nt | 1% | -1%
COc1ccccc1CNC(=O)Cn1c(=O)ccc2cc(S(=O)(=O)N3CCC(C)CC3)ccc21
    -1.0% | i | -17% | -8% | nt | nt | nt | -13% | 6%
O=C(CC(c1ccccc1)c1ccccc1)Nc1ccc(Cl)cn1
    -0.4% | i | 8% | -31% | ? | -32% | -15% | 4% | -15%
CCc1ccc(NC(=O)CN2CCN(c3ccc(OC)cc3)CC2)cc1
    -0.3% | i | -19% | 9% | ? | 11% | -1% | -7% | 2%
O=C1NC2C3CC(c4ccccc43)C12 (configuration not stated)
    0.4% | ? | 0% | nt | nt | nt | -3% | -4% | nt
Cc1ccc(S(=O)(=O)N(C(=O)c2ccncc2)c2ccc(OC(=O)c3ccncc3)cc2)c(C)c1
    0.5% | i | 13% | -5% | ? | 10% | -6% | -6% | -6%
CCOC(=O)Nc1ccc2c(c1)N(C(=O)CCN(C)C)c1ccccc1CC2
    22% | i | ? | 8% | ? | -32% | -4% | -12% | ?
Cc1cc(C)cc(OCC(O)CN2CCN(C(=O)c3ccco3)CC2)c1 (configuration not stated)
    0.0% | i | 0% | 4% | 0% | 1% | -5% | 2% | 5%
c1ccc2c(c1)Cn1nc(Cc3nc4c(s3)CCCC4)nc1-2
    0.1% | i | ? | 30% | 7% | ? | 2% | 5% | 2%
COc1ccc(NC(=O)CN(C)C(=O)c2cccc(NS(=O)(=O)c3ccc(Br)cc3)c2)cc1
    -0.6% | ? | -16% | -2% | ? | ? | 2% | 0% | -11%
Cc1ccc2nc3n(c2c1)CCCN3
    3.5% | i | ? | -14% | ? | -13% | 4% | -18% | 0%
Cc1ccc(N(CC(=O)N=Nc2c(O)[nH]c3ccccc23)S(C)(=O)=O)c(C)c1
    0.1% | i | 24% | -11%[11.3 µM] | 3% | ? | -6% | 9% | -12%
Cc1cccc(CNC(=O)c2ccccc2NC(=O)C2=CSCCO2)c1
    0.0% | i | ? | 6% | 0% | -14% | 5% | -17% | -8%

# Structural class, the compounds so far with two or more sulfur atoms (3)
# Screens in order – Nrf2 ARE act | S2 tox | TGFb SMAD3 inh | ATXN2 expr inh | MCF10A rereplic | Nrf2 inh | EPAC2 antagonist | HepG2 tox | A549 viability
O=C(CSc1nnc2scc(-c3ccc(Cl)cc3)n12)NCc1ccco1
    ? | i | 2% | -4% | ? | -8% | -3% | -49% | 1%
CC(C)Cc1nnc(NS(=O)(=O)Cc2ccccc2)s1
    -0.3% | i | -21% | 8% | -6% | -16% | 0% | 5% | 3%
O=C(c1sc2ccccc2c1Cl)N(Cc1ccccc1)C1CCS(=O)(=O)C1 (configuration not stated)
    0.4% | i | 1% | 10% | 3% | ? | 2%[57.1 µM] | 2% | -14%

# The list goes on.
# Screens in order – Nrf2 ARE act | S2 tox | TGFb SMAD3 inh | ATXN2 expr inh | MCF10A rereplic | Nrf2 inh | EPAC2 antagonist | HepG2 tox | A549 viability
CC(C)c1nnc(NC(=O)CCC(=O)NC2CCCCC2)s1
    0.3% | i | 9% | -2% | 2% | 24% | 17% | -1% | 0%
Cc1nn(-c2ccc(N3CCCC3)nn2)c(C)c1CCC(=O)N1CCN(c2ccccc2F)CC1
    0.6% | nt | ? | nt | nt | ? | nt | -23% | -1%
Cc1ccc(NC(=O)NC(=O)CSc2nnnn2C)c(C)c1
    1.0% | i | 4% | 1% | 14% | 0% | 13% | -12% | 1%
COc1ccccc1CNc1nc(-c2ccco2)nn1S(=O)(=O)c1ccc(Cl)cc1
    4.9% | i | -24% | 4% | nt | 23% | nt | 0% | -6%
CCC1CN2CCc3cc(OC)c(OC)cc3C2CC1CC1c2cc(OC)c(OC)cc2CCN1C(=O)C(Cc1c[nH]c2ccccc12)NC(=O)OC(C)(C)C (configuration not stated)
    5.0% | ? | -6% | ? | ? | -16% | -9% | 3% | -26%
O=S(=O)(c1cccs1)n1cnc2ccccc21
    0.1% | ? | -3% | 9% | -2% | 14% | 4% | 6% | -1%
Cc1ccsc1/C=N/N=C/c1sccc1C
    ? | nt | -3% | nt | -1% | ? | -6% | -43% | 1%
CC(C)OP(=O)(c1ccc(N(C)C)cc1)C(O)c1c(Cl)cccc1Cl (configuration not stated)
    0.2% | i | -7% | -1% | 4% | 4% | 11% | -28% | -1%
Cc1ccc(/C=C/c2onc(C)c2S(=O)(=O)N2CCC(C(=O)NCc3ccco3)CC2)cc1
    0.1% | i | -5% | 12% | nt | nt | nt | -12% | 7%
O=C(NCCc1ccccn1)C(F)(F)C(F)(F)C(F)(F)C(F)(F)C(F)(F)C(F)F
    0.2% | i | 0% | -18% | -12% | 0% | -7% | 2% | 3%
COC(=O)CC1C(=O)NCCN1C(=O)CSc1nc2ccccc2c(=O)n1CC(C)C (configuration not stated)
    0.3% | nt | 7% | -15% | 4% | 7% | -4% | -6% | -12%
O=C(NCc1ccccc1)C1=C[C@@H](C2CC2)C[C@@H](OCCCCO)O1
    0.0% | i | -14% | 14% | ? | -7% | 7% | -24% | -1%
COc1cccc(C2=CC(c3ccccc3)n3nnnc3N2)c1 (configuration not stated)
    20% | i | 7% | 64%[activator] | 2% | 6% | -2% | -31% | -4%
CCc1cc(C(=O)N2CCCC(C(=O)c3cccc(OC(C)C)c3)C2)n(C)n1 (configuration not stated)
    0.1% | ? | -19% | -22% | 2% | -18% | -10% | -11% | -9%
Cn1c(=O)c(N=O)c(N)n(Cc2ccccc2)c1=S
    0.5% | i | ? | -26% | ? | -17% | -12% | -21% | 3%
O=C(c1ccc(-c2ccccc2)cc1)C1CCCN(C(=O)c2ccncc2)C1 (configuration not stated)
    -0.4%[9.22 µM] | i | -20% | -25% | -15% | -23% | 8% | -20% | 14%
c1ccc2[nH]c3cc4ncnc4cc3nc2c1
    -0.4% | i | ? | 6% | -3% | 5.8µM* | 9% | -37% | ?
Cc1ccc(-c2nnn(CC(=O)N(Cc3ccccc3F)C(C(=O)NC3CCCC3)c3ccncc3)n2)o1 (configuration not stated)
    -0.2% | i | 2% | 2% | ? | -1% | -2% | 5% | 0%
CCN(CC)c1ccc(S(=O)(=O)N2CCOCC2)cc1NC(=O)COC(=O)c1cccnc1SC
    -0.3% | i | 1% | -15% | 12% | 5% | -4% | 6% | 0%
CCOC(=O)N1CCN(C(=O)c2oc3ccc(S(=O)(=O)N4CC(C)CC(C)C4)cc3c2C)CC1 (configuration not stated)
    -0.1% | i | ? | 1% | 6% | ? | -4% | -19% | -10%

# Quoted from the listing.
# Under EPAC2 antagonist, `O=C(c1ccc(-c2ccccc2)cc1)C1CCCN(C(=O)c2ccncc2)C1` (configuration not stated) is listed with 8%
# Under HepG2 tox, `CCOC(=O)COc1cccc2c(=O)n(CC(=O)NCCc3ccccc3)ccc12` is listed with -46%
# Under Nrf2 inh, `CCc1nn(CC(=O)NC(C)C)c(=O)c2cc3cc(F)ccc3n12` is listed with -11%
# Under HepG2 tox, `CCOC(=O)Nc1ccc2c(c1)N(C(=O)CCN(C)C)c1ccccc1CC2` is listed with -12%
# Under HepG2 tox, `O=C1NC2C3CC(c4ccccc43)C12` (configuration not stated) is listed with -4%
# Under A549 viability, `CCOC(=O)C1CCN(c2cc(C)nc3ccc(OC)cc23)CC1` is listed with 1%
